Compound activity as filed in PubChem.
S1P3 antagonist: S1P3 (human) receptor antagonism. actives 0.27% (n = 170,000). CHO S1P3 NFAT-BLA reporter, FRET fluorescence, antagonist mode. inhibition, % at 4.98 µM. Q99500. AID 485;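 active = inhibition above the plate cutoff, the mean inhibition of test wells on that plate plus 3 SD, cut at about 28% in these data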;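 note: cells challenged with S1P at its EC80 of 0.8 µM; blue over green emission ratio from cleaved BLA substrate after 4 h stimulation; 0% = S1P-stimulated wells and 100% = unstimulated DMSO-only wells; some compounds past the cut are filed as inactive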
Target sequence (Q99500 whole entry, looked up): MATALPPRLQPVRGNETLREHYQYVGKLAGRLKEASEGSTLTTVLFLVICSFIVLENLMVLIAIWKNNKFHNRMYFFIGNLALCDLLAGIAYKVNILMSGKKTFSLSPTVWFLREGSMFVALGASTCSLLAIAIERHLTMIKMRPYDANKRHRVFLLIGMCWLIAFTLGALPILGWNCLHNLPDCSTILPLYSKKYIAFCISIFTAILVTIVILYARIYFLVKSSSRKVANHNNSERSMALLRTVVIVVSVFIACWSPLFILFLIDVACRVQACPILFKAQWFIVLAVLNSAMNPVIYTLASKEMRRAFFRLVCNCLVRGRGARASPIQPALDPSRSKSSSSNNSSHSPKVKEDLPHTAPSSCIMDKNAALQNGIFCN
PPARg SRC2 recr: agonists of SRC-2 recruitment by human PPARgamma | actives 0.34% (n = 200,000) | activation, % at 8 µM | AID 1032 | PPARgamma LBD-SRC-2 recruitment, biochemical | P37231; in the data active = activation above about 22%;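 note: 0% = vehicle and 100% = reference agonist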
DTT redox prof: compounds producing H2O2 with reducing agent – biochemical, NIH compound library profiling, artefact control for MLSCN library redox annotation, primary screen; AID 878; activation, % at 10 µM; actives 0.03% (n = 200,000); DTT-dependent redox cycling H2O2, phenol red/HRP absorbance; 100% = 100 µM peroxide control, 0% = buffer;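 active = activation of at least 50% relative to the plate's high and low controls in the primary single-dose screen; inactive = activation below 50%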;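 note: compound incubated with DTT at 0.8 mM final as the reducing agent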
Lmaj promast: Leishmania major promastigote growth inhibition; actives 9% (n = 200,000); inhibition, % at 10 µM; Leishmania major promastigotes, resazurin fluorescence viability; in the data active = inhibition above about 50%;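 note: promastigotes grown with compound for 44 hours at 28 °C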
bIAP inhibitor: intestinal alkaline phosphatase (bovine) inhibition; 190,000 tested, under 10 active; purified bovine IAP, CDP-star luminescence, 30 min; inhibition, % at 20 µM;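 active = over 50% inhibition of intestinal alkaline phosphatase at 20 µM in the single-dose screen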
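Incubation: 30 min reaction at room temperature / Material: purified bovine intestinal alkaline phosphatase (IAP) enzyme / Input: enzyme at 1/65,000,000 dilution / Dosing: 20 µM single dose / Signal: CDP-star luminescence signal / Reagent: CDP-star chemiluminescent phosphatase substrate, 30 µM final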
RAM inhibit: inhibitors of the yeast RAM network; inhibition, % at 50 µM; S. cerevisiae dse1pr::URA3 reporter, 5-FOA growth OD615, 2 d; analog-sensitive cbk1-as2 kinase mutant strain; AID 868; actives 1.8% (n = 190,000);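 active = inhibition above a set limit, 3 SD over mean compound inhibition, cut at about 8.4% in these data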;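 note: 0% = DMSO-only wells with no growth and 100% = 10 µM 1-NA-PP1 full growth; inhibition rescues growth on 5-FOA so higher OD means more RAM inhibition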
PPARg SRC3 recr: promotes SRC-3 coactivator recruitment by human PPARgamma | activation, % at 8 µM | AID 731 | actives 0.26% (n = 200,000) | P37231 | biochemical PPARgamma/SRC-3 coactivator recruitment assay; in the data active = activation above about 23%;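 note: 0% = DMSO and 100% = reference agonist; some compounds past the cut are filed as inactive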
Efa HMGR inh: E. faecalis class II HMG-CoA reductase inhibition; inhibition, % at 10 µM; AID 1066; actives 0.41% (n = 190,000); purified E. faecalis HMGR, NADPH absorbance 340 nm kinetic;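 active = inhibition above a set limit, the median over all tested compounds plus 3 SD, cut at about 9.5% in these data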;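 note: enzyme runs in reverse so mevalonate oxidation gives rising NADPH absorbance; 0% = complete reaction with DMSO and 100% = background rate lacking mevalonate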
ROMK primary: human ROMK K+ channel modulation, primary screen. P48048. actives 2% (n = 130,000). B-score at 10 µM. Tet-inducible ROMK, thallium flux fluorescence; actives lie on both sides;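 active = signal ratio slope over the read window, or its plate-corrected B-score, at least 3 SD from the plate mean, either direction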;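 note: B-score of the F/F0 ratio slope over 7 to 12 s after thallium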
Target sequence (P48048 whole entry, looked up): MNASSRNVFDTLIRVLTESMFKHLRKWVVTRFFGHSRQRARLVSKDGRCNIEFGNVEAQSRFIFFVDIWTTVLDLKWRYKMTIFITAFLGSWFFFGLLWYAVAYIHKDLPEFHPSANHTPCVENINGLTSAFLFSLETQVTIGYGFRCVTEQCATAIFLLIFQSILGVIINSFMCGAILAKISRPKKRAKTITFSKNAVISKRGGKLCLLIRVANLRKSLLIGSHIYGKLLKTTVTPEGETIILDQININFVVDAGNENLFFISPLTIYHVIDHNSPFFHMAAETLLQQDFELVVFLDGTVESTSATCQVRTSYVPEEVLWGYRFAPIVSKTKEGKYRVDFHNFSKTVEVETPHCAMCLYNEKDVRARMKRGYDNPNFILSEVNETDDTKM
SRC2 TRFRET art: flags TR-FRET format artefacts in PPARgamma SRC-2 recruitment agonist screen. TR-FRET artefact counter-screen; active compounds read high. AID 1049. actives 0.4% (n = 200,000). TR-FRET ratio at 8 µM; in the data active = TR-FRET ratio above about 2000; note: inactives centre near 1500; reference of the scale not given here
PPARg SRC-1 ag: agonists of human PPARgamma SRC-1 coactivator recruitment; activation, % at 8 µM; PPARgamma-SRC-1 coactivator recruitment biochemical assay; actives 0.41% (n = 200,000); P37231; in the data active = activation above about 19%;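 note: 0% = DMSO and 100% = reference agonist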
The depositor's hits bear a star; x = no result given.

SMILES | S1P3 antagonist | PPARg SRC2 recr | DTT redox prof | Lmaj promast | bIAP inhibitor | RAM inhibit | PPARg SRC3 recr | Efa HMGR inh | ROMK primary | SRC2 TRFRET art | PPARg SRC-1 ag
COc1nc(N2CCOCC2)nc(-n2cccc2)n1 | -26 | 5 | 0.4 | -8 | 0 | 2.1 | 3 | -4 | x | 1328 | 1
CCN1CCN(C(=O)CCN2C(=O)COc3ccc(C)cc32)CC1 | 2 | 4 | -0.4 | -1 | 5 | 1.1 | -5 | -10 | 0.59 | 1607 | -6
CCn1c(CCNC(=O)c2cccs2)nnc1SCC(=O)c1ccc(OC)cc1 | -15 | -6 | 2.0 | -3 | x | x | -6 | x | x | 1392 | 0
CCOC(=O)/C=C1\NC(C)(C)Cc2cc(OC)c(OC)cc21 | x | 5 | 0.3 | -4 | 4 | 2.1 | 13 | -9 | x | 1553 | 10
CCc1nn2cc(C(=O)c3cc(C)ccc3O)cnc2c1-c1ccc(F)cc1 | 6 | -9 | 0.4 | -5 | 11 | 4.5 | -1 | -8 | x | 1349 | -6
Cn1nc([N+](=O)[O-])c2c(-c3nc4ccccc4s3)c(N)n(C3CCCCC3)c2c1=O | x | -1 | 0.2 | 1 | 15 | 1.5 | 1 | -4 | 0.056 | 1475 | -3
Cc1ccc(CNC(=O)CCC2CCCN(Cc3ccc4cccc(F)c4n3)C2)o1 (centres undefined) | 10 | 2 | -0.5 | -2 | 3 | -1.2 | 3 | -5 | -0.6 | 1658 | 11
COC(=O)CNC(=O)c1ccc(C)s1 | x | 6 | -0.1 | 0 | -2 | 0.5 | 2 | -2 | -0.16 | 1511 | 3
CC(C)=C1C2CCC1C1C(=O)N(c3ccc4c(c3)OCO4)C(=O)C21 (centres undefined) | -6 | 6 | -0.5 | -1 | 5 | 1.9 | 8 | 0 | -0.16 | 1574 | 7
CN1CCN(C(=O)CCC(=O)c2ccc(F)cc2)CC1 | -10 | 3 | 0.6 | 6 | -1 | 1.7 | -2 | -2 | x | 1594 | 0
COc1cc(C(=O)N2CCN(C(=O)C(Cc3cc(C)ccc3C)NC(C)=O)CC2)cc(OC)c1OC (centres undefined) | x | 1 | 0.6 | 14 | -1 | 1.9 | -1 | -4 | -0.11 | 1619 | 2
CC(C)CNC(=S)NNC(=O)CC(C)O (centres undefined) | -3 | -12 | -0.6 | 1 | -24 | -0.5 | 3 | -7 | -1.4 | 1549 | -6
O=C(CCc1nc2ccccc2[nH]c1=O)OCC(=O)c1cccc2ccccc12 | x | -1 | 0.3 | 5 | 12 | 4.9 | 3 | -1 | 0.21 | 1390 | 1
CC(C)c1cc(NCc2ccccn2)n2c(nc3ccccc32)c1C#N | -18 | -5 | -1.1 | 8 | -21 | -0.3 | -3 | -6 | x | 1378 | -5
COc1ccc2nc(NC3=NC(C(=O)Nc4ccc(C)cc4)CC(=O)N3)nc(C)c2c1 (centres undefined) | -14 | 0 | 0.5 | 1 | 6 | 0.8 | 5 | -1 | x | 1733 | 2
CCOCCCNC(=O)NC12CC3CC(CC(C3)C1)C2 | -6 | -13 | 0.8 | -2 | -1 | 0.4 | -2 | -4 | x | 1476 | -4
CN(C)c1ccnc2sc(C(=O)c3ccccc3)c(N)c12 | 9 | 4 | -0.3 | 12 | 5 | -0.4 | 3 | -2 | 0.28 | 1593 | 4
c1ccc2nc(-c3ccc(N4CCOCC4)cc3)ccc2c1 | x | 6 | 1.8 | -7 | -15 | -0.8 | 71* | 2 | x | 1544 | 51*
CCSC1=C(C#N)C2(CCCCC2)C(C#N)=C(N)N1 | -13 | -5 | -1.0 | 20 | 18 | 2.1 | -4 | -1 | x | 1648 | 10
Cc1cc(C)c2c(N)c(C(=O)c3ccc(Cl)cc3Cl)sc2n1 | -5 | -1 | 0.6 | 100* | -1 | 5.5 | -3 | 6 | 1.3 | 1303 | -1
O=C(NCc1ccco1)c1ccc([N+](=O)[O-])o1 | -21 | 1 | -0.5 | 63* | -14 | 0.0 | -6 | 0 | 0.15 | 1422 | -6
Cc1noc(N)c1C(=O)Nc1ccccc1F | x | 3 | 2.1 | -13 | 3 | 0.7 | -3 | 0 | x | 1712 | 8
N/C(=N\OC(=O)c1ccc2c(c1)OCO2)c1ccc([N+](=O)[O-])cc1 | 2 | -3 | -1.1 | -1 | -10 | 2.6 | 0 | -1 | 1.1 | 1354 | -3
CCC(=O)NCc1c(Cl)cccc1-n1cccc1 | x | 0 | 1.5 | 12 | 8 | -1.2 | 2 | -7 | x | 1449 | -1
Oc1ccc(Br)cc1-c1cc(-c2ccccc2)n[nH]1 | x | 6 | 1.8 | 24 | -2 | 8.2 | 4 | 4 | x | 1793 | 1

Complete entries from above:
Listed for COC(=O)CNC(=O)c1ccc(C)s1 → S1P3 antagonist = x; PPARg SRC2 recr = 6; DTT redox prof = -0.1; Lmaj promast = 0; bIAP inhibitor = -2; RAM inhibit = 0.5; PPARg SRC3 recr = 2; Efa HMGR inh = -2; ROMK primary = -0.16; SRC2 TRFRET art = 1511; PPARg SRC-1 ag = 3
Listed for Oc1ccc(Br)cc1-c1cc(-c2ccccc2)n[nH]1 → S1P3 antagonist = x; PPARg SRC2 recr = 6; DTT redox prof = 1.8; Lmaj promast = 24; bIAP inhibitor = -2; RAM inhibit = 8.2; PPARg SRC3 recr = 4; Efa HMGR inh = 4; ROMK primary = x; SRC2 TRFRET art = 1793; PPARg SRC-1 ag = 1

Back to the main list with the four entries that preceded the break.
SMILES | S1P3 antagonist | PPARg SRC2 recr | DTT redox prof | Lmaj promast | bIAP inhibitor | RAM inhibit | PPARg SRC3 recr | Efa HMGR inh | ROMK primary | SRC2 TRFRET art | PPARg SRC-1 ag
Cc1noc(N)c1C(=O)Nc1ccccc1F | x | 3 | 2.1 | -13 | 3 | 0.7 | -3 | 0 | x | 1712 | 8
N/C(=N\OC(=O)c1ccc2c(c1)OCO2)c1ccc([N+](=O)[O-])cc1 | 2 | -3 | -1.1 | -1 | -10 | 2.6 | 0 | -1 | 1.1 | 1354 | -3
CCC(=O)NCc1c(Cl)cccc1-n1cccc1 | x | 0 | 1.5 | 12 | 8 | -1.2 | 2 | -7 | x | 1449 | -1
Oc1ccc(Br)cc1-c1cc(-c2ccccc2)n[nH]1 | x | 6 | 1.8 | 24 | -2 | 8.2 | 4 | 4 | x | 1793 | 1
COc1ccc(F)cc1C(=O)C1CCCN(C(=O)CCc2ccccn2)C1 (centres undefined) | -6 | 4 | 0.6 | -7 | -1 | 1.8 | 1 | -4 | 0.91 | 1694 | 6
Cc1ccc(-n2nc(C)c3c2OC(N)=C(C#N)C3c2ccncc2)cc1 (centres undefined) | 8 | -3 | -0.3 | 3 | 10 | 1.7 | -1 | 3 | -0.014 | 1530 | 7
S=C(NCCNCc1ccccc1)NC1CCCCC1 | -8 | 12 | -0.2 | 40 | 5 | 1.8 | 4 | -6 | 0.45 | 1724 | -2
C/C(N)=C(/C#N)C(=O)COC(=O)c1cc(-c2cccc(Br)c2)nc2ccccc12 | -1 | -3 | 1.6 | 60* | 0 | 4.7 | -3 | -4 | -0.48 | 1347 | -5
O=C(CCN1c2ccccc2Sc2ccccc21)Oc1ccccc1 | 12 | 9 | -0.3 | -1 | 36 | 7.7 | 0 | 2 | -0.28 | 1637 | 2
C=CCC(NCc1ccccc1)c1ccccc1 (centres undefined) | 5 | 5 | -0.5 | 8 | 5 | 0.0 | -6 | -3 | -1.2 | 1609 | 1
Cc1ccc(Nc2nc3c(s2)CCC3)c(C)c1 | x | 9 | -0.4 | 11 | 12 | 0.3 | -2 | 2 | -0.14 | 1667 | 2
O=C(NCc1ccc2c(c1)OCO2)C1CCC(CNc2c(N3CCCC3)c(=O)c2=O)CC1 (centres undefined) | -12 | 0 | 0.0 | -3 | 2 | 0.8 | 7 | 4 | x | 1630 | 6
Cc1nnc(C)n1/N=C/c1ccc2c(c1)OCCO2 | -14 | 5 | -0.8 | -1 | -1 | 2.7 | 2 | -9 | 0.027 | 1524 | 6
O=C(CSc1nc2ccc(Cl)cc2[nH]1)c1ccc2c(c1)OCO2 | x | -2 | -4.8 | 9 | -16 | 0.9 | 7 | -6 | x | 1619 | 6
Cn1cc(CN2CCCC(C(=O)c3ccc(-c4ccccc4)c(F)c3)C2)cn1 (centres undefined) | -8 | -10 | 0.6 | 87* | 5 | -0.6 | 3 | -1 | 0.91 | 1442 | 6
COc1ccc2[nH]c3c(N4CC(C)OC(C)C4)ncnc3c2c1 (centres undefined) | x | -3 | -0.1 | 39 | -7 | 3.1 | 8 | -6 | -1.1 | 1572 | 2
Cc1ccc(S(=O)(=O)n2c(CN3CCCC(C)C3)nc3ccccc32)cc1 (centres undefined) | x | 0 | 0.1 | 22 | -6 | 0.8 | 1 | -1 | 0.87 | 1454 | -2
Nc1nnc(SCC(=O)N2CCN(c3cccc(Cl)c3)CC2)n1-c1ccccc1 | x | 3 | 0.3 | -4 | x | 0.8 | -9 | 1 | x | 1375 | -1
N#CC1=C(N)SC2(CCCCC2)SC1c1ccccc1 (centres undefined) | -42 | 3 | 0.7 | -7 | -7 | -1.2 | 7 | -5 | -1.8 | 1667 | 8
COC(=O)c1cc(S(=O)(=O)N2CCOCC2)c(Cl)cc1N1CCOCC1 | x | 3 | 0.2 | -8 | -1 | 0.9 | 9 | -7 | -0.18 | 1473 | 4
CS(=O)(=O)N(Cc1ccc(C(=O)NN=C2CCCC2)cc1)c1ccccc1 | 9 | -3 | 0.2 | 44 | 0 | 2.1 | -2 | -3 | 0.014 | 1494 | -1
CC(C)(C)N1NC2(CCCCC2)NC1=S | -5 | 1 | 0.1 | 3 | 6 | 4.9 | 3 | -3 | 0.29 | 1389 | 2
Cc1cccc(/C(N)=N/OC(=O)c2cccnc2)c1 | 0 | -4 | 0.4 | -7 | -2 | 0.0 | 5 | -4 | 0.14 | 1606 | 3
O=C(NCC1CCCO1)C1CCC(=O)N1CCc1ccccc1 (centres undefined) | 28 | 9 | -0.1 | -4 | -15 | x | -9 | 0 | 0.59 | 1567 | -1
CCOc1ccccc1NC(=O)COn1nnc2ccc(Cl)cc21 | x | 3 | 2.3 | 9 | 14 | 2.2 | 5 | 0 | x | 1656 | -7
C/C(CC(=O)Nc1cccc(C(F)(F)F)c1)=N\NC(=O)Cc1ccccc1 | -14 | 2 | -0.6 | 3 | 7 | 1.0 | -2 | 3 | -2.1 | 1399 | -6
O=C(COc1ccc(Cl)cc1)N1CCN(C(=O)c2cccc(F)c2)CC1 | -14 | -3 | -0.4 | -4 | 5 | -0.5 | 3 | -5 | 0.42 | 1494 | -2
Cc1ccc(NC(=O)N(CCCN2CCOCC2)Cc2cccs2)cc1C | x | 7 | -1.3 | 5 | -19 | 0.5 | 6 | 2 | x | 1658 | 11
COC(=O)C1(CCSC)NC(c2ccccc2F)C2C(=O)N(c3ccc4c(c3)OCCO4)C(=O)C21 (centres undefined) | -31 | 4 | -0.9 | -6 | -9 | 1.1 | 0 | 6 | -0.015 | 1401 | 5
